# High-throughput results (PubChem)
# TNAP inh no acc – TNAP (human) inhibition, acceptor-free conditions. purified TNAP, CDP-star luminescence, 30 min. inhibition, % at 20 µM. hit rate 0.26% among 200,000;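 active = tissue-nonspecific alkaline phosphatase inhibition above about 50% at 20 µM in the single-dose screen, limit read from the data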;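 also: 0% = DMSO negative control and 100% = EDTA positive control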
# Target sequence (P05186 whole entry, looked up): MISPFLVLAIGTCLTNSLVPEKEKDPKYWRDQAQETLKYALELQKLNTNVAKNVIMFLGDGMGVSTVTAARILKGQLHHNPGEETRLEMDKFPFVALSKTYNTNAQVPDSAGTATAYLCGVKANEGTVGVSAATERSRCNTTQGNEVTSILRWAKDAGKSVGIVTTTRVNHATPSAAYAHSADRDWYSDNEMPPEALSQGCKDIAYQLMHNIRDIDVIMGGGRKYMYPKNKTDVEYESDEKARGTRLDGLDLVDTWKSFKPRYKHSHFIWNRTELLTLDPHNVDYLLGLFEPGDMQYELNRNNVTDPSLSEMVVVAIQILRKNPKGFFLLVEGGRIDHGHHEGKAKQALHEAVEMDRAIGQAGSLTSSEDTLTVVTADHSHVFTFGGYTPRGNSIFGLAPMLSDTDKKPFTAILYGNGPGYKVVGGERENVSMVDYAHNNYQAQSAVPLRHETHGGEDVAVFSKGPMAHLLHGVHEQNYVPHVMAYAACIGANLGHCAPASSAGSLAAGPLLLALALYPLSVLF
# RAM inhibit – yeast RAM network inhibition; S. cerevisiae dse1pr::URA3 reporter, 5-FOA growth OD615, 2 d; analog-sensitive cbk1-as2 kinase mutant strain; inhibition, % at 50 µM; hit rate 1.8% among 190,000;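 active = inhibition above a set limit, 3 SD over mean compound inhibition, cut at about 8.4% in these data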;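 also: 0% = DMSO-only wells with no growth and 100% = 10 µM 1-NA-PP1 full growth; inhibition rescues growth on 5-FOA so higher OD means more RAM inhibition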
# PMI act hi M6P – activators of human phosphomannose isomerase at near-saturating mannose 6-phosphate; hit rate 0.34% among 190,000; activation factor at 20 µM; coupled PMI enzyme assay, resazurin fluorescence, 20 min; active compounds read high; 1 = untreated enzyme, 0 = substrate-free blank; P34949;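 active = activation factor of 2 or more at 20 µM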
# Target sequence (P34949 whole entry, looked up): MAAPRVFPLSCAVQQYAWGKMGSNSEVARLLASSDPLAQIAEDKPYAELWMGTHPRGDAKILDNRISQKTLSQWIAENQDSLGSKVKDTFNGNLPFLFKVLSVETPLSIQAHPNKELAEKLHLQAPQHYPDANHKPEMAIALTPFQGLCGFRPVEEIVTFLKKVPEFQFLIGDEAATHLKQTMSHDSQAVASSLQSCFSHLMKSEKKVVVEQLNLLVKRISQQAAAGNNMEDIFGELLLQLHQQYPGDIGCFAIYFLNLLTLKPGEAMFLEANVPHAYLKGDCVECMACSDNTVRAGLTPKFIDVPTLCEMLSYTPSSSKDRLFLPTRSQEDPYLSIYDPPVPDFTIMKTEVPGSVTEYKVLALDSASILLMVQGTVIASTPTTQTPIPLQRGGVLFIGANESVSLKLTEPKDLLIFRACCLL
#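 test system = human PMI in coupled enzyme assay | medium = HEPES-buffered pH 7.4 with magnesium and detergent | also added = 1.0 mM mannose-6-phosphate substrate with 0.22 mM NADP+ | compound = 20 µM single dose | times = 20 min incubation at room temperature | measured by = resorufin fluorescence (Ex 544/Em 590 nm) from resazurin via diaphorase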
# S1P3 antag – antagonists of human S1P3 receptor | inhibition, % at 4.98 µM | Q99500 | hit rate 0.27% among 170,000 | AID 485 | CHO S1P3 NFAT-BLA reporter, FRET fluorescence, antagonist mode;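 active = inhibition above the plate cutoff, the mean inhibition of test wells on that plate plus 3 SD, cut at about 28% in these data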;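 also: cells challenged with S1P at its EC80 of 0.8 µM; blue over green emission ratio from cleaved BLA substrate after 4 h stimulation; 0% = S1P-stimulated wells and 100% = unstimulated DMSO-only wells; some compounds past the cut are filed as inactive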
# Efa HMGR inh – inhibitors of class II HMG-CoA reductase from Enterococcus faecalis; purified E. faecalis HMGR, NADPH absorbance 340 nm kinetic; hit rate 0.41% among 190,000; inhibition, % at 10 µM;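 active = inhibition above a set limit, the median over all tested compounds plus 3 SD, cut at about 9.5% in these data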;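 also: enzyme runs in reverse so mevalonate oxidation gives rising NADPH absorbance; 0% = complete reaction with DMSO and 100% = background rate lacking mevalonate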
# Lmaj promast – reduces viability of Leishmania major promastigotes | resazurin fluorescence viability | hit rate 9% among 200,000 | inhibition, % at 10 µM; in the data active = inhibition above about 50%;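 also: promastigotes grown with compound for 44 hours at 28 °C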
# Hsp70 activator – switches on Hsp70 transcription; activation, % at 10 µM; HeLa Hsp70 promoter luciferase reporter, luminescence; scaled: vehicle 0, proteasome-inhibitor control 100%; hit rate 0.04% among 200,000; AID 1203;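 active = activation above the mean across all tested compounds plus 3 SD, cutoff set per campaign, cut at about 5.5% in these data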;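 also: 100% = MG132 at 30 µM as the positive control and 0% = DMSO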
# PMI activator – increases human mannose-6-phosphate isomerase activity | P34949 | activation factor at 20 µM | hit rate 0.005% among 190,000 | AID 1214 | purified human PMI, coupled resazurin fluorescence, 20 min; active compounds read high; 1 = vehicle control, 0 substrate-free wells;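 active = activation factor of 2 or more at 20 µM, relative to plate controls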
# TNAP inh hiacc – TNAP (human) inhibition, high acceptor | purified TNAP, CDP-star luminescence, 1 M DEA | P05186 | inhibition, % at 20 µM | hit rate 0.03% among 200,000;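 active = over 50% inhibition of tissue-nonspecific alkaline phosphatase at 20 µM in the single-dose screen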;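 also: plate controls were DMSO wells for no effect and EDTA-quenched wells as full inhibition for full effect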
# Redox H2O2 prof – compounds producing H2O2 with reducing agent – biochemical, NIH compound library profiling, artefact control for MLSCN library redox annotation, primary screen | DTT-dependent redox cycling H2O2, phenol red/HRP absorbance; 100% = 100 µM peroxide control, 0% = buffer | activation, % at 10 µM | hit rate 0.03% among 200,000 | AID 878;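 active = activation of at least 50% relative to the plate's high and low controls in the primary single-dose screen; inactive = activation below 50%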;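 also: compound incubated with DTT at 0.8 mM final as the reducing agent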
# Numbers without * were called inactive; nt = not tested or not shown.
SMILES,TNAP inh no acc,RAM inhibit,PMI act hi M6P,S1P3 antag,Efa HMGR inh,Lmaj promast,Hsp70 activator,PMI activator,TNAP inh hiacc,Redox H2O2 prof
COc1cccc(CNc2ccc(F)c(Cl)c2)c1,-5.8,-0.8,1.1,nt,-1.8,4.1,-0.4,1,-3.2,0.3
O=C(O)Cc1ccc(C(=O)c2ccccc2)s1,-11.7,-0.3,1.2,nt,2.1,-4.2,-0.1,1.1,-6.1,-3.1
COC(=O)Nc1ccc(S(=O)(=O)N2CCCc3ccccc32)cc1,-8.4,-0.1,0.9,8.9,0.7,41.6,0.0,0.9,0.9,-1.5
Cc1cccc(-n2c(C)cc(/C=C3\C(=N)N4N=C(CC(C)C)SC4=NC3=O)c2C)c1,2.4,7.9,1,3.8,3.1,58.6*,0.0,1.2,-2.5,-0.3
Fc1ccccc1-c1n[nH]c(=S)n1CC1CCCO1 (stereo unspecified),39.3,1.8,nt,-4.5,2.8,-4.4,-0.4,nt,-3.6,0.1
COc1ccc(-n2c(SCC(=O)NCCCN3CCCC3=O)nnc2C(C)N2CCCCC2)cc1 (stereo unspecified),-15.1,-0.5,1,-7.7,-6.1,12.8,-0.4,1,-3.2,-0.2
CN(C)CCOC(C1CCCCC1)C1CCCCC1,-6.1,0.9,0.9,nt,-7.3,50.4*,-0.3,0.8,-3.3,-0.7
COc1ccc(NC(=O)Nc2cc(C)ccc2F)cc1OC,-6.5,0.6,1,-10.1,-11.4,23.4,-0.2,1,0.2,-1.4
COc1cc(CNC(=O)c2nc(Cn3nc(C)c(Br)c3C)no2)cc(OC)c1,-3.1,3.6,0.9,-12.6,-2.3,5.8,0.2,0.9,-1.1,8.9
COc1ccc(-c2nc(C#N)c(NCCCN3CCOCC3)o2)cc1,-8.7,-0.7,0.9,-4.7,2.4,1.1,-0.1,0.9,-2.5,-0.1
Cc1ccc(C(=O)O)cc1NC(=S)NC(=O)C(c1ccccc1)c1ccccc1,3.0,3.6,0.9,nt,-1.1,-3.6,0.0,0.9,0.7,-4.5
Cn1c(=O)c(=O)n(C)c2cc(S(=O)(=O)N3CCCCC3)ccc21,-7.1,0.9,1.1,2.0,-5.3,-0.4,-0.5,1,-4.4,2.3
COC(=O)c1cc(-c2ccccc2)sc1N,-6.9,1.6,0.9,nt,-0.1,-6.7,-0.4,0.8,0.6,-0.6
COc1ccc(C2C(C(=O)NCCN(C)C)c3ccccc3C(=O)N2C)cc1OC (stereo unspecified),-10.7,0.6,1,nt,-2.8,-1.5,0.5,0.9,-3.6,0.0
Cc1ccc(NC(=O)Nc2cnc3ccccc3c2)cc1,-7.8,4.2,0.9,13.4,-14.3,-6.0,0.1,0.9,-5.4,-0.3
CCOC(=O)c1cc(NC(=O)c2ccccc2)c(=O)oc1-c1ccccc1,2.3,9.5*,1,nt,-2.4,-6.1,-0.3,1,-0.4,18.8
CCC(C)C1C(C#N)=C(N)Oc2n[nH]c(-c3ccccc3)c21 (stereo unspecified),23.8,1.5,0.9,-64.2,-1.8,6.3,-0.1,0.9,-2.6,-0.7
CCCCN(CC)Cc1ccc(CNC(=O)Nc2ccc(Cl)cc2)o1,-22.6,1.6,1,7.9,-0.5,98.0*,0.0,1.1,-7.3,0.7
CCc1ccc2oc(-c3cc(N)cc(C)c3O)nc2c1,1.0,1.3,1,4.7,-0.3,-2.1,0.0,0.9,-0.5,0.2
O=C(Nc1nncs1)c1ccc(Br)c(S(=O)(=O)N2CCCC2)c1,-10.3,4.0,1,-27.3,-1.1,-8.6,-0.3,0.9,-4.0,0.0
O=C(CCCN1C(=O)c2cccc3cccc(c23)C1=O)Nc1ccon1,-6.2,2.8,1,-9.1,-4.8,5.6,0.1,1,-1.4,-0.5
Cc1cc2cc(CNC(=S)Nc3ccc(OC(F)F)cc3)ccc2[nH]1,-7.9,3.9,1,3.5,-5.6,-3.1,-0.3,1,-5.7,0.4
CCCCCC(=O)Nc1sc(C)c(C)c1C#N,-22.3,1.3,1,-5.2,1.1,-6.9,-0.3,0.8,-3.4,0.8
O=C1CC(C(=O)N(c2cccc(F)c2)C(C(=O)NC2CCCC2)c2ccccn2)CS1 (stereo unspecified),-3.6,-0.8,0.9,nt,-4.3,1.6,-0.3,0.9,0.2,1.4
CN1C(=O)/C(=C\c2ccccc2)Sc2ccc(C(=O)N3CCN(c4ccccn4)CC3)cc21,-3.8,0.8,0.9,nt,-3.3,-4.1,-0.4,0.9,-2.7,-1.4
O=C(N/N=C/c1sc(=O)n(-c2ccccc2)c1Cl)c1ccncc1,-15.9,5.3,1,9.3,0.0,9.7,-0.3,1.1,-5.8,-0.2
COc1ccc(/C=N/Nc2nc(Nc3ccccc3)nc(N3CCCCC3)n2)c(OC)c1,-7.4,3.1,0.9,-7.8,-0.3,99.5*,-0.4,1,-0.9,0.0
CC(C)Cn1cnc2c(N)nc3ccccc3c21,-15.0,nt,0.9,-19.3,nt,nt,nt,1,-7.3,nt
COc1cccc(-n2c(=O)c3cc(OC)c(OC)cc3n(CC(=O)Nc3cc(C)[nH]n3)c2=O)c1,-15.7,3.0,1,-9.4,-2.1,30.5,0.3,1,-1.1,-0.4
C/C(=N\S(=O)(=O)c1ccc(C)cc1)NC(=S)Nc1ccc(C)cc1,3.1,4.2,1,-11.1,-2.8,7.9,0.0,0.9,0.8,-0.5
Cc1cccc(-n2c(-c3ccco3)nc3nc4ccccc4nc32)c1,-11.4,1.8,0.9,nt,0.9,-4.9,0.0,0.9,-3.1,-3.7
CCOC(=O)c1oc2cc(O)c(CC)cc2c(=O)c1-c1cscn1,-9.5,1.5,0.9,-7.1,2.1,0.8,-0.3,1,-5.9,-1.5
O=C(/C(=C/c1ccccc1)n1cncn1)c1ccc(Cl)cc1Cl,-12.2,-0.8,1,-18.1,-4.2,34.6,-0.2,0.9,3.8,-0.5
CC(C)C[C@H](NC(=O)c1nc[nH]c1C(=O)N1CCN(C(=O)OC(C)(C)C)CC1)C(=O)OC(C)(C)C,-1.7,2.2,1,-7.5,-5.1,1.8,0.5,0.9,-6.5,-0.2
CCOC(=O)C(NCCCO)c1ccccc1 (stereo unspecified),-6.5,1.6,0.9,-10.8,0.2,-3.6,-0.2,1,-4.4,-1.5
CC1CCN(c2nc(-c3cccnc3)nc3scc(-c4ccccc4)c23)CC1,-1.3,4.4,0.9,-22.6,-4.7,42.2,-0.2,0.9,-1.2,-0.2
Cn1c(/C(C#N)=C/c2cccc(O)c2)nc2ccccc21,-0.8,1.8,0.9,-3.5,-8.3,89.2*,0.1,0.9,0.6,-1.0
CC(C)N(Cc1cn(C)nc1-c1cccc(Cl)c1)CC1CCC(=O)N1 (stereo unspecified),-8.6,-0.4,0.9,13.6,-4.3,-2.3,-0.3,0.9,-5.9,-0.6
Cc1ccc(-c2nc(CS(=O)CC(=O)NCCN(CC(C)C)CC(C)C)c(C)o2)cc1 (stereo unspecified),-9.6,4.3,0.9,-7.8,2.5,12.9,0.7,0.9,-6.3,1.2
Cc1sc2ncnc(N3CCN(CCOc4ccc(Cl)cc4)CC3)c2c1C,-7.3,-0.4,1,nt,-2.0,8.0,-0.3,0.9,4.4,0.2
Cc1cccc(-c2nnc(NC(=O)c3cccs3)s2)c1,-3.1,2.6,1,-7.7,-8.0,-2.0,-0.1,1,4.7,0.2
CC(CNC(=O)c1ccc(Br)o1)NC(=O)c1ccc(Br)o1 (stereo unspecified),-1.5,1.2,0.9,-22.7,3.6,31.9,-0.1,1,-2.0,-0.5
CN(C)C(=O)c1cn(-c2ccccc2)nc1-c1cccc([N+](=O)[O-])c1,-0.3,2.1,0.9,-4.3,-13.8,-2.2,0.2,1,-4.0,0.7
CN(C)C(=O)CSc1nnc(CCNC(=O)OC(C)(C)C)o1,-10.9,2.2,1.1,-8.8,4.2,-0.5,-0.3,1.1,-1.3,-0.1
CCOc1cc(C(=O)OCC(=O)NC(C)c2ccccc2)ccc1OCC(=O)N1CCOCC1 (stereo unspecified),-7.5,2.4,1,-5.1,-3.4,-7.5,0.1,1.1,-0.9,0.1
CC(C)N(Cc1nc(-c2ccccc2)no1)C(=O)CN1C(=O)c2ccccc2C1=O,-10.4,3.4,1,14.0,2.3,-5.4,-0.2,0.9,-5.1,0.5
Cc1[nH]c2ccccc2c1Cc1nnc(SCCC#N)o1,-5.1,1.4,1,nt,-7.4,41.8,-0.3,1,-3.3,1.4
CCC(=O)N1CCc2cc(Br)cc(S(=O)(=O)Nc3c(C)n(C)n(-c4ccccc4)c3=O)c21,-15.2,4.1,1.1,-11.8,-4.9,-4.0,0.1,1.1,-3.1,-0.6
CC(NC(=O)CSc1nc2sc3c(c2c(=O)n1-c1ccccc1)CCCC3)c1ccccc1 (stereo unspecified),-117.7,-0.5,1.1,nt,-1.0,69.4*,-0.2,1.1,-17.2,0.2
COc1ccc(NC(=S)N/C(=N/S(=O)(=O)c2ccc(C)cc2)c2ccccc2)cc1,4.2,4.7,0.9,7.9,-4.0,-9.6,-0.1,0.6,-3.0,7.2

# Two records drawn at random from those above, as already listed:
SMILES,TNAP inh no acc,RAM inhibit,PMI act hi M6P,S1P3 antag,Efa HMGR inh,Lmaj promast,Hsp70 activator,PMI activator,TNAP inh hiacc,Redox H2O2 prof
COc1cccc(CNc2ccc(F)c(Cl)c2)c1,-5.8,-0.8,1.1,nt,-1.8,4.1,-0.4,1,-3.2,0.3
CC(C)Cn1cnc2c(N)nc3ccccc3c21,-15.0,nt,0.9,-19.3,nt,nt,nt,1,-7.3,nt

# Further results
SMILES,TNAP inh no acc,RAM inhibit,PMI act hi M6P,S1P3 antag,Efa HMGR inh,Lmaj promast,Hsp70 activator,PMI activator,TNAP inh hiacc,Redox H2O2 prof
CCOc1ccc(NC(=O)CSc2ccc(-c3ccccn3)nn2)cc1,-9.9,5.4,0.9,-0.8,-8.8,-7.7,-0.3,0.9,-0.7,0.5
Cc1ccc(OCCOCCN2CCCCC2)c([N+](=O)[O-])c1,-2.6,0.5,1.1,-9.0,0.1,70.3*,-0.2,1.2,-2.3,-0.3
CCC1CCCCN1C(=O)Cn1c(=O)n(CCC(=O)NCc2ccco2)c(=O)c2sccc21 (stereo unspecified),-10.5,0.3,0.9,-8.7,-1.9,-3.2,-0.3,0.9,0.2,1.4
COc1ccc(S(=O)(=O)N/N=C\c2ccc(OC)c(COc3ccc(C)cc3[N+](=O)[O-])c2)cc1,-0.3,3.7,1,nt,-5.8,14.6,0.0,1,-0.4,0.8
CCOc1ccccc1NC(=S)N1CCN(c2nc(-c3cccc(OC)c3)cs2)CC1,2.9,4.5,1,-8.2,-1.8,17.2,-0.1,1,1.0,-0.6
COc1ccc(-c2cc3ccccc3oc2=O)cc1NC(=O)c1ccc(Br)o1,-11.7,1.9,0.9,9.9,-6.8,-1.5,0.6,0.9,-4.9,0.7
